SMARCA2 act = activators of SMARCA2 function. MG213 cells, MMTV-luciferase reporter, dexamethasone, overnight. activation, % at 9.1 µM. actives 1% (n = 370,000). AID 652017; in the data active means activation above about 7.8%;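 further: 0% = vehicle wells and 100% = reference activator wells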
NPR1 activator = GC-A (human) enzyme activation; activation, % at 10 µM; HEK293 GC-A cells, cGMP TR-FRET, EC30 ANP; 0% at EC30 ANP, 100% saturating ANP; AID 1671463; P16066; actives 0.14% (n = 370,000); in the data active means activation above about 40%
hcDAF-12 act = activates DAF-12 receptor from parasite H. contortus; HEK293 hcDAF-12 lit1-tk-luc reporter, luminescence; 0% DMSO, 100% Δ7-dafachronic acid; activation, % at 6.8 µM; actives 1.4% (n = 370,000);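 active means activation above the mean of all tested compounds plus 3 SD, cut at about 5.5% in these data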;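 further: 100% = response to 3 µM Δ7-dafachronic acid high control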
DAX1 inh-1 = NR0B1 (DAX1) inhibition; actives 0.99% (n = 340,000); inhibition, % at 6.75 µM; AID 504766; HEK293 Gal4-DAX1 luciferase reporter, luminescence;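 active means inhibition above the mean over all tested compounds plus 3 SD, cut at about 4.2% in these data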;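 further: 0% = DAX1-transfected cells with DMSO and 100% = empty-vector control cells with DMSO; inhibition shows as a rise in luminescence from relieved DAX1 repression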
Target sequence (P51843 207-470 limits assumed): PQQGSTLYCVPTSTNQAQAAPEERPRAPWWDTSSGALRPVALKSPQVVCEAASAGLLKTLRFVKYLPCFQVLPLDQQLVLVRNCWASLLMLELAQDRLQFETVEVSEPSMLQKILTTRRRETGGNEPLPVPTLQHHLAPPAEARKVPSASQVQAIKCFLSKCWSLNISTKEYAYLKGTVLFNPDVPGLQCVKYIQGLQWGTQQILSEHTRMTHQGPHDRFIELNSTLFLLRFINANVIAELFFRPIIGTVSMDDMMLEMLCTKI
GAA850 FXN act = frataxin GAA850 promoter activation. activation, % at 6 µM. actives 0.56% (n = 360,000). HEK293 lucGAA850 FXN promoter luciferase reporter, 24 h; percent of 10 µM SAHA response;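 active means activation above the average of all compounds screened plus 3 SD, cutoff fixed separately per campaign, cut at about 7.5% in these data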;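 further: 0% = DMSO wells and 100% = 10 µM SAHA wells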
PG9 binder = PG9 antibody binding by small molecule | actives 0.43% (n = 360,000) | TR-FRET gp120-PG9 antibody binding | AID 624416 | inhibition, % at 6.7 µM; in the data active means inhibition above about 8.5%
ADAM10 inh = inhibits human ADAM10; inhibition, % at 7 µM; actives 0.62% (n = 370,000); recombinant ADAM10, EDANS/DABCYL FRET peptide cleavage, 3 h; O14672; AID 720582;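 active means inhibition above a per-campaign cutoff equal to the mean of compounds falling between control-based bounds plus 3 SD, cut at about 20% in these data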;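 further: 0% = DMSO wells while the 100% control is not disclosed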
Target sequence (O14672 214-748 limits assumed): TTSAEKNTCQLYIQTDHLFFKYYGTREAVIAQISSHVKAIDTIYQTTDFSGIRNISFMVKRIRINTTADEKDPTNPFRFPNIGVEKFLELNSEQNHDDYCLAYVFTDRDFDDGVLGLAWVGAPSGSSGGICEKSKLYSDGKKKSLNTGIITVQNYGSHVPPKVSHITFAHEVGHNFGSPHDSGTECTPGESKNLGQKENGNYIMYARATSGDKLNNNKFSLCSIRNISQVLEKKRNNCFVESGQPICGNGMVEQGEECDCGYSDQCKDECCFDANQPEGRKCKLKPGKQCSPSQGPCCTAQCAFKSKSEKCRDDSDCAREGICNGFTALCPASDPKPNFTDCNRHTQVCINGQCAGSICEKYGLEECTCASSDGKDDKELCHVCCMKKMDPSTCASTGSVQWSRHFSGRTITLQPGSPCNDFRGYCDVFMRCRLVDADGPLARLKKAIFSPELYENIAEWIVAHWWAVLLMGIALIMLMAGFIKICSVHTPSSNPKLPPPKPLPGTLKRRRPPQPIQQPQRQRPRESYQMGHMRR
ssDAF-12 act = S. stercoralis DAF-12 activation, primary screen; HEK293 ssDAF-12/GRIP1 lit1-tk-luc reporter, luminescence; % of 3 µM dafachronic acid response; activation, % at 6.8 µM; actives 1% (n = 370,000); AID 652126;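 active means activation above the mean over all tested compounds plus 3 SD, cut at about 0.9% in these data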;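 further: 0% = DMSO-only wells and 100% = 3 µM delta7-dafachronic acid wells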
DAX1 inh-2 = blocks DAX1 repression of SF-1 activated StAR promoter; HEK293T StAR-luciferase reporter, SF-1/DAX-1 repression relief; inhibition, % at 6.8 µM; actives 1.1% (n = 370,000); AID 652010;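 active means inhibition above the mean over all tested compounds plus 3 SD, cut at about 3.6% in these data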;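 further: 0% = DAX-1 cells with DMSO and 100% = cells lacking DAX-1 with DMSO; higher inhibition means more luminescence from relief of DAX-1 repression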
hgDAF-12 ag = hgDAF-12 agonism, primary luciferase screen; HEK293 GAL4-hgDAF12 UAS-luciferase reporter, agonist luminescence; normalized to butyrate control; actives 1.8% (n = 370,000); activation, % at 6.8 µM;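 active means activation above a cutoff set at the mean of all screened compounds plus 3 SD, cut at about 10% in these data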;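 further: 0% = DMSO wells and 100% = sodium butyrate wells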
ADAM17 inh = ADAM17 inhibition, QFRET primary screen; inhibition, % at 6.95 µM; P78536; actives 0.83% (n = 370,000); recombinant ADAM17, EDANS/DABCYL FRET peptide cleavage; AID 720648;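 active means inhibition above the mean of compounds lying between control limits plus 3 SD, set per campaign, cut at about 8.5% in these data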;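 further: 0% = DMSO-only wells as the low control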
The depositor's hits bear a star. This is a random part of the collection. About 6.8% of those tested had a hit in this group.

What do the screens show for `CN(C)S(=O)(=O)c1cccc(NC(=O)c2ccc(N3CCOCC3)c([N+](=O)[O-])c2)c1`?
SMARCA2 act: -4; NPR1 activator: 2; hcDAF-12 act: -2.6; DAX1 inh-1: -2.9; GAA850 FXN act: 4.1; PG9 binder: -2.2; ADAM10 inh: 3; ssDAF-12 act: -1.5; DAX1 inh-2: -1.1; hgDAF-12 ag: -4.1; ADAM17 inh: 0

Results for CC(C)(C)NC(=O)C(c1ccncc1)n1c(=O)c(-c2ccccc2)nc2ccccc21 (centres undefined) ?
SMARCA2 act: 0; NPR1 activator: -2; hcDAF-12 act: -1.6; PG9 binder: -2.7; ADAM10 inh: inactive; ssDAF-12 act: -0.7; DAX1 inh-2: 0.5; hgDAF-12 ag: 6.6; ADAM17 inh: -154

How did CC(OC(=O)c1cccc(S(=O)(=O)N2CCCCCC2)c1)C(=O)Nc1ccc(S(N)(=O)=O)cc1 (centres undefined) do in these assays?
SMARCA2 act: -1; NPR1 activator: 1; hcDAF-12 act: -0.9; DAX1 inh-1: 0.8; GAA850 FXN act: 1.2; PG9 binder: 0.6; ADAM10 inh: 6; ssDAF-12 act: -1.1; DAX1 inh-2: 0.1; hgDAF-12 ag: -1.3; ADAM17 inh: 3

Results for COCCN(Cc1cc2cc3c(cc2nc1Cl)OCO3)C(=O)Nc1ccc(OC)cc1 ?
SMARCA2 act: 2; NPR1 activator: -3; hcDAF-12 act: 0.3; DAX1 inh-1: -1.1; GAA850 FXN act: 2.6; PG9 binder: -2.6; ADAM10 inh: 1; ssDAF-12 act: -0.6; DAX1 inh-2: -0.1; hgDAF-12 ag: -1.9; ADAM17 inh: 0

What do the screens show for `CCCNC(=O)N1C[C@H](O)COC[C@@H]2O[C@@H](CC(=O)NCCCN3CCOCC3)CC[C@H]21`?
SMARCA2 act: -3; NPR1 activator: 4; hcDAF-12 act: 0.1; PG9 binder: -1.0; ADAM10 inh: -1; ssDAF-12 act: 0.1; DAX1 inh-2: -1.4; hgDAF-12 ag: -1.9; ADAM17 inh: 2

Results for O=C(COC(=O)c1cncc(Br)c1)NCc1ccco1 ?
SMARCA2 act: -1; NPR1 activator: -5; hcDAF-12 act: 0.1; DAX1 inh-1: 1.7; GAA850 FXN act: -2.0; PG9 binder: 1.1; ADAM10 inh: 9; ssDAF-12 act: -1.4; DAX1 inh-2: 0.3; hgDAF-12 ag: 1.9; ADAM17 inh: 1

What do the screens show for `CCOC(=O)c1c(-c2ccc(F)cc2)csc1NC(=O)c1c(-c2ccccc2)noc1C`?
SMARCA2 act: -2; NPR1 activator: 2; hcDAF-12 act: -1.7; DAX1 inh-1: -3.4; GAA850 FXN act: -4.4; PG9 binder: -2.3; ADAM10 inh: 1; ssDAF-12 act: -1.1; DAX1 inh-2: 0.2; hgDAF-12 ag: -2.5; ADAM17 inh: -3

What do the screens show for `CCOc1cc(/C=C2\CCCc3c2nc2ccccc2c3C(=O)O)ccc1OC`?
SMARCA2 act: 0; NPR1 activator: -2; hcDAF-12 act: -1.3; DAX1 inh-1: 0.0; GAA850 FXN act: 2.7; PG9 binder: -0.1; ADAM10 inh: -62; ssDAF-12 act: -1.4; DAX1 inh-2: 0.0; hgDAF-12 ag: -1.2; ADAM17 inh: -31

What do the screens show for `CC1=C(CCN2CCN(C3CCCC3)C(CCO)C2)C(C)(C)CCC1` (centres undefined)?
SMARCA2 act: -2; NPR1 activator: -3; hcDAF-12 act: -1.0; DAX1 inh-1: 1.3; GAA850 FXN act: 0.0; PG9 binder: 0.2; ADAM10 inh: -3; ssDAF-12 act: -1.4; DAX1 inh-2: 1.0; hgDAF-12 ag: -1.1; ADAM17 inh: -4

How did O=C1NC[C@@H](CCCCN2C[C@H](Cc3ccccc3)N(Cc3ccccc3)C(=O)C2=O)N(Cc2ccccc2)C1=O do in these assays?
SMARCA2 act: 0; NPR1 activator: 2; hcDAF-12 act: 1.6; PG9 binder: -0.8; ADAM10 inh: 6; ssDAF-12 act: -1.0; DAX1 inh-2: -0.5; hgDAF-12 ag: 2.5; ADAM17 inh: 3

How did CC1CCC(NC(=O)Cn2cc3c(n2)CCCC3)CC1 (centres undefined) do in these assays?
SMARCA2 act: 3; NPR1 activator: 0; hcDAF-12 act: 3.2; DAX1 inh-1: 1.1; GAA850 FXN act: 2.2; PG9 binder: 0.1; ADAM10 inh: -3; ssDAF-12 act: -0.9; DAX1 inh-2: 2.3; hgDAF-12 ag: 1.1; ADAM17 inh: 0

How did CC(NCCc1ccc(S(N)(=O)=O)cc1)C(=O)NCCc1ccc(F)cc1 (centres undefined) do in these assays?
SMARCA2 act: -1; NPR1 activator: -1; hcDAF-12 act: -0.7; DAX1 inh-1: 5.1*; GAA850 FXN act: -2.0; PG9 binder: -0.2; ADAM10 inh: 1; ssDAF-12 act: -0.9; DAX1 inh-2: 0.3; hgDAF-12 ag: -0.8; ADAM17 inh: -6

What do the screens show for `Cc1ccccc1CSCC(=O)NCCSc1ccccn1`?
SMARCA2 act: 5; NPR1 activator: -5; hcDAF-12 act: -0.6; DAX1 inh-1: 4.0; GAA850 FXN act: 2.6; PG9 binder: -1.5; ADAM10 inh: 2; ssDAF-12 act: -0.8; DAX1 inh-2: 0.6; hgDAF-12 ag: 2.0; ADAM17 inh: 2

How did COc1cc2c(O)cc(C(=O)O)c(-c3cc(OC)c(OC)c(OC)c3)c2cc1OC do in these assays?
SMARCA2 act: 1; NPR1 activator: 3; hcDAF-12 act: 0.9; DAX1 inh-1: 0.2; GAA850 FXN act: -3.6; PG9 binder: -5.5; ADAM10 inh: -24; ssDAF-12 act: -1.1; DAX1 inh-2: -0.1; hgDAF-12 ag: -2.0; ADAM17 inh: -10

How did CC(C)(C)c1nnc2sc(SCC(=O)N3CCc4ccccc43)nn2c1=O do in these assays?
SMARCA2 act: -3; NPR1 activator: 1; hcDAF-12 act: -0.5; DAX1 inh-1: 0.9; GAA850 FXN act: 2.7; PG9 binder: -0.2; ADAM10 inh: 2; ssDAF-12 act: -1.7; DAX1 inh-2: -0.6; hgDAF-12 ag: 3.9; ADAM17 inh: -7

What do the screens show for `CCc1nn(CCCC(=O)NC(C)c2ccccc2)c(=O)c2cc3occc3n12` (centres undefined)?
SMARCA2 act: -4; NPR1 activator: -9; hcDAF-12 act: -2.2; DAX1 inh-1: 0.3; GAA850 FXN act: 2.4; PG9 binder: -0.5; ADAM10 inh: -1; ssDAF-12 act: -0.4; DAX1 inh-2: -0.1; hgDAF-12 ag: -1.4; ADAM17 inh: -5

What do the screens show for `CC1(C)CN(C(Cc2ccccc2)C(N)=O)C1=O` (centres undefined)?
SMARCA2 act: -1; NPR1 activator: 0; hcDAF-12 act: -0.6; DAX1 inh-1: 0.1; GAA850 FXN act: -0.7; PG9 binder: -0.5; ADAM10 inh: 2; ssDAF-12 act: -1.1; DAX1 inh-2: -0.4; hgDAF-12 ag: -0.3; ADAM17 inh: 0

How did CC1CCCCN1C(=O)c1cc(S(=O)(=O)N2CCOCC2)ccc1Cl (centres undefined) do in these assays?
SMARCA2 act: -4; NPR1 activator: -2; hcDAF-12 act: -2.2; DAX1 inh-1: 1.3; GAA850 FXN act: -0.9; PG9 binder: 0.7; ADAM10 inh: 2; ssDAF-12 act: -1.0; DAX1 inh-2: -0.3; hgDAF-12 ag: -0.3; ADAM17 inh: 0

What do the screens show for `Fc1ccccc1/C=N/Nc1nc2ccccc2o1`?
SMARCA2 act: 3; NPR1 activator: -3; hcDAF-12 act: 1.9; DAX1 inh-1: 3.9; GAA850 FXN act: 4.5; PG9 binder: -0.1; ADAM10 inh: -14; ssDAF-12 act: -0.3; DAX1 inh-2: 1.2; hgDAF-12 ag: 5.0; ADAM17 inh: -7

What do the screens show for `O=C(CC(C(=O)O)c1ccc(Cl)cc1)c1ccc(Cl)c(Cl)c1` (centres undefined)?
SMARCA2 act: -1; NPR1 activator: -1; hcDAF-12 act: -0.9; DAX1 inh-1: -1.5; GAA850 FXN act: -0.1; PG9 binder: 0.1; ADAM10 inh: -4; ssDAF-12 act: -1.2; DAX1 inh-2: -0.3; hgDAF-12 ag: 0.0; ADAM17 inh: -2

What do the screens show for `Cc1cccc(-c2noc(CCCC(=O)NC3CCCC3)n2)c1`?
SMARCA2 act: -4; NPR1 activator: 0; hcDAF-12 act: -2.5; DAX1 inh-1: -0.4; GAA850 FXN act: -2.2; PG9 binder: -0.5; ADAM10 inh: 4; ssDAF-12 act: -1.4; DAX1 inh-2: -0.8; hgDAF-12 ag: -1.1; ADAM17 inh: -2

Results for O=C(c1ccccc1OCc1ccccc1Br)N1CCN(c2ncccn2)CC1 ?
SMARCA2 act: -2; NPR1 activator: -1; hcDAF-12 act: -1.9; DAX1 inh-1: 0.7; GAA850 FXN act: -2.0; PG9 binder: -0.2; ADAM10 inh: -6; ssDAF-12 act: -1.9; DAX1 inh-2: -0.1; hgDAF-12 ag: -3.3; ADAM17 inh: -4

Results for Cc1cccc(N(CC(=O)NC2CCCCC2)C(=O)c2c(C)noc2C)c1 ?
SMARCA2 act: 0; NPR1 activator: 3; hcDAF-12 act: -0.4; DAX1 inh-1: -0.8; GAA850 FXN act: -0.1; PG9 binder: -0.7; ADAM10 inh: 1; ssDAF-12 act: -1.3; DAX1 inh-2: 0.2; hgDAF-12 ag: 6.9; ADAM17 inh: -2

What do the screens show for `CCOc1cc(NC(=O)c2ccccc2C)c(OCC)cc1NC(=O)C1=Cc2ccccc2OC1`?
SMARCA2 act: 3; NPR1 activator: -2; hcDAF-12 act: -1.2; DAX1 inh-1: 0.7; GAA850 FXN act: -2.4; PG9 binder: 0.8; ADAM10 inh: 3; ssDAF-12 act: -1.6; DAX1 inh-2: -0.1; hgDAF-12 ag: -0.9; ADAM17 inh: 3

What do the screens show for `COC(=O)C1C2C=CC3(CN(c4cccc(Cl)c4)C(=O)C13)O2` (centres undefined)?
SMARCA2 act: 1; NPR1 activator: 6; hcDAF-12 act: -0.4; DAX1 inh-1: 2.5; GAA850 FXN act: -1.0; PG9 binder: 0.6; ADAM10 inh: -9; ssDAF-12 act: -1.3; DAX1 inh-2: 0.7; hgDAF-12 ag: 1.6; ADAM17 inh: 1

In the list so far, 2 contain a tert-butyl group.
Results for CC(C)(C)NC(=O)C(c1ccncc1)n1c(=O)c(-c2ccccc2)nc2ccccc21 (centres undefined) ?
SMARCA2 act: 0; NPR1 activator: -2; hcDAF-12 act: -1.6; PG9 binder: -2.7; ADAM10 inh: inactive; ssDAF-12 act: -0.7; DAX1 inh-2: 0.5; hgDAF-12 ag: 6.6; ADAM17 inh: -154

How did CC(C)(C)c1nnc2sc(SCC(=O)N3CCc4ccccc43)nn2c1=O do in these assays?
SMARCA2 act: -3; NPR1 activator: 1; hcDAF-12 act: -0.5; DAX1 inh-1: 0.9; GAA850 FXN act: 2.7; PG9 binder: -0.2; ADAM10 inh: 2; ssDAF-12 act: -1.7; DAX1 inh-2: -0.6; hgDAF-12 ag: 3.9; ADAM17 inh: -7

High-throughput results: PubChem, several laboratories
